Source: PubChem
Tau fluor counter: counter-screen for tau fibril formation inhibitors. 0.93% of 280,000 active. Potency, µM (titrated, usually from 57.7 µM), inactives show at the highest dose activity change, negative = decrease. AID 1463. tau K18 P301L Alexa594 fluorescence, heparin fibrillization; also: % is scaled to controls: 0 for no effect and ±100 for the full control effect; nearly all actives have a fitted effect of over 55% in size
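Human K18 P301L tau (15 uM unlabeled plus 0.24 uM Alexa 594-labeled, final) in 100 mM sodium acetate pH 7 was mixed with compound and 20 uM heparin and incubated 6 hr at 37 C.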
TexasRed fluor: counter-screen for TRb-SRC2 inhibitors: fluorescence interference. TRb/SRC2 Texas Red total fluorescence interference. Potency, µM (series often up to 106 µM), for the others: at the top dose fluorescence change, negative = quenching. 0.29% of 280,000 active. AID 1479; active = well fitted curve in either direction with a large enough effect; inconclusive = small, poorly fitted or top-dose-only effect; also: % is scaled to controls: 0 for no effect and ±100 for the full control effect
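Human TRβ ligand-binding domain (0.6 uM) and Texas Red SRC2 peptide (20 nM) in Tris buffer with 1 uM T3 and 5% DMSO were incubated with pinned compound for 5 hr at ambient temperature. Total fluorescence was computed as S + 2P (555/632 nm).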
RECQ1 inh: inhibitors of human RECQ1 DNA helicase; P46063; RECQ1 DNA unwinding, red fluorescence kinetic read; Potency, µM (doses to about 57.3 µM), without a hit: at the highest dose activity, negative = inhibition, most hits filed as inhibitors; 0.54% of 240,000 active; AID 2549;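 also: plate controls were vehicle for no effect and no enzyme for full effect; nearly all actives have a fitted effect of over 30% in size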
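50 nM RECQ1T1 preincubated 15 min with compound in Tris pH 8.0 buffer with MgCl2, DTT, Tween-20 and 2.5 ug/ml poly(dI-dC); started with 200 nM TAMRA/BHQ-2 forked duplex and 2 mM ATP. Unwinding read as fluorescence (525/598 nm), two reads 2 h apart.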
TRb-SRC2 inh: inhibitors of human thyroid hormone receptor beta-SRC2 interaction. AID 1469. TRbeta-SRC2 peptide binding, fluorescence polarization; receptor liganded with 1 µM T3. Potency, µM (titrated, usually from 106 µM), inactives show at the highest dose activity change, negative = inhibition, usual class: inhibitors. P10828. 0.065% of 280,000 active;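 also: plate controls were bound peptide for no effect and peptide without receptor for full effect; nearly all actives have a fitted effect of over 50% in size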
Target sequence (P10828 whole entry, looked up): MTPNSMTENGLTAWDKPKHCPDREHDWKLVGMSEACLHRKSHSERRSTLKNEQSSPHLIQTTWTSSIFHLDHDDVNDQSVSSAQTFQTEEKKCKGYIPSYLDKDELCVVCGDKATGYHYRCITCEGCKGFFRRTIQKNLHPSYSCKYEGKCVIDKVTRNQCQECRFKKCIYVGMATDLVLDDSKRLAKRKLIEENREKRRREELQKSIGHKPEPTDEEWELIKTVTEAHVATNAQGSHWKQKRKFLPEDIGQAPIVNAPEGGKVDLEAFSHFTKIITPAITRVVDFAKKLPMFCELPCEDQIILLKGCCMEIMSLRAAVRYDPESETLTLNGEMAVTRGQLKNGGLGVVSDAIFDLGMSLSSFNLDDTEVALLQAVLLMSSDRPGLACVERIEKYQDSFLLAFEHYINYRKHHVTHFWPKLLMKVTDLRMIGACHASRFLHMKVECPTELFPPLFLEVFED
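Human TRb ligand-binding domain (0.6 uM) is mixed with 20 nM Texas Red SRC2 peptide and 1 uM T3; after compound addition and 5 hr at ambient temperature, polarization is measured and normalized to unbound and bound controls.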
Tau fibril FP: inhibitors of human tau fibril formation | P10636 | K18 P301L tau heparin fibrillization, Alexa594 FP, 6 h | Potency, µM (series often up to 57.7 µM), for inactives: top-dose activity, negative = inhibition, hits mostly inhibitors | 0.39% of 280,000 active | AID 1468; also: % is scaled to controls: 0 for no effect and ±100 for the full control effect; nearly all actives have a fitted effect of over 55% in size
Target sequence (P10636 561-689 P618L limits assumed): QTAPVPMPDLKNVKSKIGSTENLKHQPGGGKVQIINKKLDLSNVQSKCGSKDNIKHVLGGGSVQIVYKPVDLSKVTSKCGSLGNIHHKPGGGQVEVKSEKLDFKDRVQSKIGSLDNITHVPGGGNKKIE
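Quantitative HTS format: compounds meet 15 uM recombinant K18 P301L tau and Alexa 594-tau tracer in 100 mM sodium acetate pH 7; 20 uM heparin triggers fibrillization at 37 C over 6 hr; FP gives the signal.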
L3MBTL1 inh: L3MBTL1 (human) inhibition | AlphaScreen L3MBTL1–H3K9me1 peptide binding | Potency, µM (top dose mostly 57.1 µM), inactives show at the highest dose activity, negative = inhibition, most hits filed as inhibitors | Q9Y468 | AID 485360 | 0.66% of 230,000 active; also: % is scaled to controls: 0 for no effect and ±100 for the full control effect; nearly all actives have a fitted effect of over 60% in size
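AlphaScreen assay: L3MBTL1 (50 nM final) was preincubated 30 min at room temperature with biotinylated H3(1-15)K9me1 peptide (75 nM final), then 30 min with library compounds; streptavidin donor and nickel chelate acceptor beads (10 ug/mL final) added, 30 min dark.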
HTT ATP protect: protects HTT-Q103 PC12 cells, measured by ATP; PC12 HTT-Q103 induced, cytoprotection, ATP luminescence, 40 h; Potency, µM (series often up to 56.4 µM), inactives show cytoprotection (ATP increase), usual class: activators; 0.14% of 230,000 active; AID 1471;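 also: % of control where 0% means no effect; nearly all actives have a fitted effect of over 45% in size; toxic huntingtin expression switched on by the ecdysone agonist tebufenozide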
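Readout: ATPlite luminescence (ATP level). Model: stable PC12, inducible Htt exon1 Q103-GFP. Inducer: tebufenozide, 100 nM final. Compounds: dose series. No G418 in medium.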
Tau ThT inhib: tau fibrillization inhibition (ThT binding) | P10636 | recombinant tau K18 P301L (four-repeat tau fragment), heparin-induced fibrillization, ThT fluorescence | Potency, µM (doses to about 57.4 µM), inactives show top-dose activity, negative = inhibition, hits mostly inhibitors | 2.1% of 270,000 active; also: % is scaled to controls: 0 for no effect and ±100 for the full control effect; nearly all actives have a fitted effect of over 55% in size
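Tau K18 P301L fragment (15 uM unlabeled plus 0.24 uM Alexa 594-labeled) in 100 mM sodium acetate pH 7 with compound, fibrillization induced by 20 uM heparin for 6 hr at 37 C. Thioflavin T (30 uM) added, fluorescence read after 1 hr (ex 450, em 510 nm).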
Starred values were filed as active, the others as inactive; i = inactive; u = inconclusive; x = no result given; & = joins results of further samples; [ ] = dose if it differs, or a comment. Unless noted, calls follow the shape of the dose curve; as a rule, active = well fitted curve in the direction sought with a large enough effect; inconclusive = small, poorly fitted or top-dose-only effect, or another doubt; inactive = no such curve, though single readings can be large; an effect the other way counts as inactive or inconclusive. Potency is read from the fitted curve at half-maximal effect. The list is partial, so the mix of outcomes need not match the whole.

1) CCOC(=O)c1c(C)[nH]c(C)c1C(=O)COC(=O)c1ccc(OC)cc1
2) CCCN(c1ccc(C(C)C)cc1)S(=O)(=O)c1ccc2c(c1)n(C)c(=O)c(=O)n2C
3) CCOc1ccc(C(=O)NCc2nnnn2-c2ccc(C)c(C)c2)cc1OCC
4) CCCNC(=O)CCc1c(C)nc2nc(C)nn2c1C
5) CCOC(=O)c1nnn(-c2nonc2N)c1CN(C)Cc1ccccc1
assay / entry	1	2	3	4	5
L3MBTL1 inh	u	x	x	4%	x
TRb-SRC2 inh	5%	-2%	2%	0%	3%
Tau fibril FP	6%	-2%	-1%	-8%	2%
TexasRed fluor	0%	1%	-1%	0%	0%
HTT ATP protect	-24%	x	x	-48%[inhibitor]	22%
Tau fluor counter	-14%	-3%	1%	-8%	-2%
RECQ1 inh	i	x	x	-1%	i
Tau ThT inhib	-9%	1%	7%	-6%	7%

6) CO[C@H]1COC(=O)[C@H](C)NC(=O)C/C=C\[C@@H](C)[C@@H](NS(=O)(=O)c2ccc(C)cc2)COC(=O)C/C=C\[C@@H]1C
7) COCCNC(=O)c1cnn2c(C(F)F)cc(-c3ccc(C)cc3)nc12
8) CC[C@@H](C)[C@H](NC(=O)C1CCN(C(=O)[C@@H](NS(=O)(=O)c2ccc(C)cc2)C(C)C)CC1)C(=O)O
9) Cc1ccc2nc(-c3ccc(Cl)c(NC(=O)c4ccc5c(c4)OCCO5)c3)oc2c1
10) COC(=O)C1=COC(C)C2CN3CCc4c([nH]c5cc(OC)c(OC)cc45)C3CC12 (centres undefined)
assay / entry	6	7	8	9	10
L3MBTL1 inh	x	4%	-5%	x	x
TRb-SRC2 inh	-2%[11.2 µM]	3%	-2%	4%	-4%
Tau fibril FP	0%[11.6 µM]	-1%	-5%	-5%	-3%
TexasRed fluor	2%[11.2 µM]	-3%	1%	3%	1%
HTT ATP protect	-26%[10 µM]	-6%[10 µM]	-21%	x	-6%[10 µM]
Tau fluor counter	-16%[11.6 µM]	-6%	0%	-13%	-25%
RECQ1 inh	i[11.5 µM]	i	-1%	x	-3%
Tau ThT inhib	-14%[11.5 µM]	-12%	-8%	-7%	u

11) CC(/C=C/c1ccc2c(c1)OCO2)=N\NC(=O)c1cccc([N+](=O)[O-])c1
12) COc1ccc(COCC(O)CN2CCc3ccccc3C2)cc1OC (centres undefined)
13) COc1ccc(NC(=O)CCC(=O)OCc2ccc(C(=O)Oc3ccc(Cl)cc3)cc2)cc1
14) CCN(c1ccc(OC)cc1)S(=O)(=O)c1c(C(=O)N2CCCCCC2)c(C)n(C)c1C
15) Cc1ccc(C)c(OCCCn2c(-c3ccc(Cl)cc3)nc3ccccc3c2=O)c1
assay / entry	11	12	13	14	15
L3MBTL1 inh	x	-2%	9%	x	x
TRb-SRC2 inh	-16%	6%	-10%	-13%	5%
Tau fibril FP	-1%	-16%	-8%	2%	0%
TexasRed fluor	2%	-3%	0%	-3%	-5%
HTT ATP protect	-10%	7%[10 µM]	-19%	x	x
Tau fluor counter	-12%	-2%	-7%	2%	-2%
RECQ1 inh	i	-2%	-28%	x	x
Tau ThT inhib	u	3%	-11%	4%	1%

16) O=C(NC1CCCCC1)NC1CC2CCC(C1)N2C(=S)NCc1ccco1 (centres undefined)
17) COc1cc(OC)cc(-n2nnnc2SCC(=O)N2CCCC2)c1
18) CCN(CC)CCCNC(=O)c1ccc2c(c1)NC(=O)C(CS(=O)(=O)Cc1cccc(Br)c1)N2 (centres undefined)
19) COCCCNC(=O)c1c(NC(=O)c2cc(=O)c3cc(C)c(C)cc3o2)sc2c1CCCC2
20) COc1ccc(NC(=O)CSc2nc3c(oc4ccccc43)c(=O)n2Cc2ccco2)cc1Cl
assay / entry	16	17	18	19	20
L3MBTL1 inh	-3%	-5%	x	x	x
TRb-SRC2 inh	-1%	-10%	3%	5%	-10%
Tau fibril FP	-6%	2%	-3%	0%	-4%
TexasRed fluor	1%	-3%	-2%	9%	5%
HTT ATP protect	-5%	-14%[10 µM]	x	x	x
Tau fluor counter	-6%	7%	-16%	-10%	-17%
RECQ1 inh	-7%	i	x	x	x
Tau ThT inhib	-6%	0%	-16%	u	-9%

21) O=c1cc(-c2ccccc2)oc2cccc(O)c12
22) CCOC(=O)C1CCCN(C(=O)/C=C/c2ccccc2[N+](=O)[O-])C1 (centres undefined)
23) O=C(Nc1nc(-c2cccs2)c(-c2cccs2)s1)C1CCCC1
24) O=C(/C=C\c1ccc2c(c1)OCO2)NC1CC(=O)N(c2cccc(F)c2)C1 (centres undefined)
25) C/C(=N\Nc1cccc2cccnc12)c1ccccn1
assay / entry	21	22	23	24	25
L3MBTL1 inh	x	1%	14%	x	13%
TRb-SRC2 inh	-1%&1%	-4%	6%	2%	-2%
Tau fibril FP	u	u	12%	-10%	2%
TexasRed fluor	-3%&-2%	0%	-10%	1%	-2%
HTT ATP protect	-6%[1.9 µM]	-16%[10 µM]	9%[10 µM]	x	-52%[inhibitor][10 µM]
Tau fluor counter	-12%&-10%	-2%	u	-8%	-22%
RECQ1 inh	-16%	-17%	-13%	x	0%
Tau ThT inhib	-14%&-2%	1%	u	1%	u

26) COc1ccc(NC(C)C(=O)N/N=C/c2ccc([N+](=O)[O-])s2)cc1 (centres undefined)
27) CC(C)Cn1c(=O)c2sccc2n2c(CCCC(=O)NCc3ccccc3Cl)nnc12
28) CC(C)(C)C(=O)Nc1ccc(Sc2ccc([N+](=O)[O-])cc2)cc1
29) CCOC(=O)c1c(C)nn(Cc2ccccc2)c1N
30) CS(=O)(=O)NCc1csc(-c2ccccc2)n1
assay / entry	26	27	28	29	30
L3MBTL1 inh	-29%	x	-9%	-19%[11.4 µM]	-1%
TRb-SRC2 inh	2%	-9%	12%	-15%	6%
Tau fibril FP	7%	0%	-4%	-1%	-7%
TexasRed fluor	-2%	-1%	-2%	5%	-3%
HTT ATP protect	-53%	x	0%[10 µM]	3%	-31%
Tau fluor counter	-22%	-2%	u	-3%	-4%
RECQ1 inh	0%	x	-25%	i	-10%
Tau ThT inhib	u	-1%	-10%	-1%	-3%

31) c1ccc(-c2oc3ncnc(NCCCN4CCOCC4)c3c2-c2ccccc2)cc1
32) CCn1c(=O)c(C(=O)NNS(=O)(=O)c2ccc(C)cc2)c(O)c2ccccc21
33) CC(=O)N1N=C(c2cccs2)CC1c1ccc(C)o1 (centres undefined)
34) COc1ccc(C2OC3=C(Nc4cc(C)c(C)cc4N3)C2=O)cc1 (centres undefined)
35) Cc1cc(SCn2nnc3ccccc3c2=O)nc2ccccc12
assay / entry	31	32	33	34	35
L3MBTL1 inh	-11%	10%	-11%	1%	5%
TRb-SRC2 inh	-2%	1%	5%	-2%	8%
Tau fibril FP	5%	-2%	3%	12%	-3%
TexasRed fluor	0%	-3%	-3%	5%	0%
HTT ATP protect	-73%[inhibitor]	4%[10 µM]	6%	29%[10 µM]	-3%[10 µM]
Tau fluor counter	-1%	0%	-9%	3%	-11%
RECQ1 inh	-3%	-7%	i	-6%	-2%
Tau ThT inhib	u	1%	8%	3%	4%

36) CCn1c(SCC(=O)Nc2ccccc2N2CCOCC2)nnc1-c1ccccc1
37) Cc1cc(=O)oc(C)c1C(=O)NCCNC(=O)c1c(C)cc(=O)oc1C
38) Cc1cccc(-n2c(=O)c3c(c4cc(C)ccc4n3C)n(CC(=O)Nc3ccc(C)cc3C)c2=O)c1
39) CNC(=O)c1nnn(Cc2ccccc2)c1NC(=O)C(F)(F)F
40) O=C(CSc1nnnn1C1CCCCC1)NCc1cccs1
assay / entry	36	37	38	39	40
L3MBTL1 inh	x	x	x	5%	3%
TRb-SRC2 inh	0%	-10%	-3%	2%	1%[53 µM]
Tau fibril FP	6%	9%	-4%	-3%	4%
TexasRed fluor	-3%	-2%	1%	-2%	1%[53 µM]
HTT ATP protect	-11%[0.074 µM]	-1%	x	-11%	14%[10 µM]
Tau fluor counter	-1%	7%	2%	3%	-8%
RECQ1 inh	i	-11%	x	-1%	-7%
Tau ThT inhib	-3%	-1%	16%	-2%	-7%

41) Cc1cccc(CN2CCN(C3CCCC3)C(CCO)C2)n1 (centres undefined)
42) COc1ccc(NC(=O)CSc2ncccc2C(=O)O)cc1OC
43) CCCSc1ncc(Cl)c(C(=O)N2CCN(c3ccc(OC)cc3)CC2)n1
44) COc1ccc(-c2ccc(-c3noc(C)n3)c(OC)n2)cc1
45) Cc1ccc(CNC(=O)CSc2c3c(nc4cc(Cl)ccc24)CCCC3)cc1
46) COC(=O)CSc1nnc(C2COc3ccccc3O2)n1-c1ccccc1 (centres undefined)
47) CCOc1ccccc1C(=O)Nc1ccccc1-c1ccccc1
48) Cc1cccn2c(=O)c3cc(C(=O)NCCc4ccccc4)c(=N)n(CCCn4ccnc4)c3nc12
assay / entry	41	42	43	44	45	46	47	48
L3MBTL1 inh	-4%	x	x	x	x	x	32%[activator]	-1%
TRb-SRC2 inh	-2%	-2%	3%	1%	6%	1%	2%	-30%
Tau fibril FP	-3%	4%	13%	-1%	-8%	-1%	-1%	25µM*
TexasRed fluor	-1%	-2%	4%	-5%	-1%	-1%	0%	u
HTT ATP protect	-13%[10 µM]	x	x	-10%	x	16%	3%[10 µM]	-85%[inhibitor]
Tau fluor counter	-13%	-3%	-21%	-2%	-12%	-5%	-20%	11µM*[quencher]
RECQ1 inh	1%	x	x	i	x	-1%	-14%	11%
Tau ThT inhib	-14%	-6%	-14%	u	-17%	-5%	-13%	11µM*
